UBC13 polyUb: UBC13 polyubiquitin chain formation inhibitors, primary screen, biochemical, TR-FRET, uHTS | Ubiquitin-conjugating enzyme E2 N (Homo sapiens), P61088 | inhibition, % at 20 µM | actives 0.47% (n = 330,000) | AID 485273, 2010; in the data active means inhibition above about 45%, passing the limit was not always enough
APJ antagonist: antagonists of human apelin receptor APJ, primary screen, CHO-K1 cells, beta-arrestin complementation, luminescence | P35414 | inhibition, % at 20 µM | actives 0.32% (n = 330,000);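 active means inhibition above about 40% at 20 µM, limit read from the data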;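 further: cells challenged with 10 nM apelin-13 agonist together with compound; plate controls were apelin-13 plus DMSO wells for no effect and DMSO wells lacking apelin-13 for full effect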
Target sequence (P35414 whole entry, looked up): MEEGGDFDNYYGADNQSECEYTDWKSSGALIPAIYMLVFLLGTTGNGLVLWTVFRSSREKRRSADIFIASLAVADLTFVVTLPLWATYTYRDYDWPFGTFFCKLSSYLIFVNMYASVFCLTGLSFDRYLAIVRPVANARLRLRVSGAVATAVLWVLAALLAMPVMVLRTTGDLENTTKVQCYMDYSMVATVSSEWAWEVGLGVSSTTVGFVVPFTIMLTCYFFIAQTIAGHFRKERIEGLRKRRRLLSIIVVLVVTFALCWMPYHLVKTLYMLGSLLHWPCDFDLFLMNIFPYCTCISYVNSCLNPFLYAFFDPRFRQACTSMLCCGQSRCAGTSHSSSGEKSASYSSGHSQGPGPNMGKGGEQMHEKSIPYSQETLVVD
697 NFkB inh: inhibitors of PMA/ionomycin-induced NF-kB reporter, 697 cells, primary screen, B-cell NF-kB inhibitor project, cell-based, luminescence, uHTS | 697 B-cell NF-kB luciferase reporter, 16 h | inhibition, % at 4 µM | actives 0.33% (n = 330,000); in the data active means inhibition above about 35%
Jurkat NFkB inh: inhibitors of induced NF-kB luciferase reporter, primary screen, TCR NF-kB activation inhibitor project, cell-based, luminescence, uHTS; Jurkat, PMA/ionomycin-induced NF-kB luciferase reporter; inhibition, % at 4 µM; actives 0.53% (n = 330,000); AID 435003, 2010; in the data active means inhibition above about 50%
Gli-Sufu antag: Gli-Sufu pathway antagonists, primary screen, luciferase luminescence, Sufu-KO-LIGHT cells, uHTS; actives 0.74% (n = 340,000); inhibition, % at 5 µM; Sufu-KO-LIGHT fibroblasts, Gli luciferase reporter luminescence;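 active means inhibition above about 55%, limit read from the data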;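 further: 0% = DMSO-treated cells and 100% = wells with medium but no cells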
EBI2 antag: EBI2 receptor antagonists, beta-arrestin recruitment, primary screen, cell-based, luminescence, 7a,25-OHC stimulation, uHTS; G-protein coupled receptor 183 (Homo sapiens), P32249; inhibition, % at 5 µM; actives 0.81% (n = 360,000); 7a,25-OHC stimulated; in the data active means inhibition above about 38%;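 further: enzyme fragment complementation signal reports receptor beta-arrestin coupling in cells; 0% = agonist plus DMSO wells and 100% = wells without agonist; some results beyond the cut were filed as inactive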
Target sequence (P32249 whole entry, looked up, the tested form may be a part): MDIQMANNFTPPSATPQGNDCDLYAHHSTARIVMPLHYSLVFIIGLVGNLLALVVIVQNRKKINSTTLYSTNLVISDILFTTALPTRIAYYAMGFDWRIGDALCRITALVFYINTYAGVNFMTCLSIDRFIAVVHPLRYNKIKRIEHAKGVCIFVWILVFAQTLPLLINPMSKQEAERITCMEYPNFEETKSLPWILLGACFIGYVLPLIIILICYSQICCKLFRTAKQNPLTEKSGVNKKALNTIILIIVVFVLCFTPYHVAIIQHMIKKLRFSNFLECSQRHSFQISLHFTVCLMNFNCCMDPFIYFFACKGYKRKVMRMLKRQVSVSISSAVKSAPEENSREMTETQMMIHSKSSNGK
CCR6 antagonist: CCR6 receptor antagonists, primary screen, cell-based, CHO-K1, luminescence, beta-arrestin, uHTS. C-C chemokine receptor type 6 (Homo sapiens), P51684. CHO-K1 CCR6 PathHunter beta-arrestin, CCL20-stimulated. inhibition, % at 20 µM. actives 0.49% (n = 340,000);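 active means compounds whose inhibition of the agonist-driven luminescence signal at 20 µM reaches about 50%, limit read from the data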;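 further: cells stimulated with CCL20 at 14 nM final; plate controls were DMSO with CCL20 for no effect and DMSO without agonist for full effect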
Target sequence (P51684 whole entry, looked up): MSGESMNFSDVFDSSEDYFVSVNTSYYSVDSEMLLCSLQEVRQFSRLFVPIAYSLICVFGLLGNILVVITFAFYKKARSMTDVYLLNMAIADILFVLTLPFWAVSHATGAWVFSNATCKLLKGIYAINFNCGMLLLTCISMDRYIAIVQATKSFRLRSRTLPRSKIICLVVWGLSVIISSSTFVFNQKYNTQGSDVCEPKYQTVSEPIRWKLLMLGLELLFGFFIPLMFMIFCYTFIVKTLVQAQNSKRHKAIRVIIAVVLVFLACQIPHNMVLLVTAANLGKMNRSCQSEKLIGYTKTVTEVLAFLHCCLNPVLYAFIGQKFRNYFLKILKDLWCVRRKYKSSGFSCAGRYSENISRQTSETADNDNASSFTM
CXCR6 inh: CXCR6 receptor inhibitors, primary screen, cell-based, beta-arrestin, luminescence, CHO-K1 PathHunter, 1536-well; AID 602244, 2012; C-X-C chemokine receptor type 6 (Homo sapiens), O00574; actives 0.36% (n = 360,000); inhibition, % at 20 µM; in the data active means inhibition above about 34%, passing the limit was not always enough;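 further: antagonist mode with CXCL16 agonist at 10 nM final; 0% = 10 nM CXCL16 with DMSO and 100% = unstimulated wells without agonist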
* = called active by the depositor; . = no result given.

SMILES	UBC13 polyUb	APJ antagonist	697 NFkB inh	Jurkat NFkB inh	Gli-Sufu antag	EBI2 antag	CCR6 antagonist	CXCR6 inh
Cn1c(SCC(=O)O)nnc1-c1ccc(NC(=O)c2ccc(Cl)c(Cl)c2)cc1	14	5	1	-5	-2	1	1	-5
Cc1ccc(S(=O)(=O)N(C)Cc2ccccc2)cc1C(=O)N1CCCCC1	-11	10	-13	16	-19	-2	15	0
Cc1ccccc1NC(=O)CSCCO	-16	5	8	14	0	-3	5	-5
CCCOC(=O)C(C)n1cnc2scc(-c3ccc(C)cc3)c2c1=O (stereo unspecified)	-5	2	-42	-28	45	-6	5	10
COc1ccc(C(c2c(C)n(C)n(-c3ccccc3)c2=O)c2c(C)n(C)n(-c3ccccc3)c2=O)c(OC)c1OC	-2	0	7	0	-6	-9	12	7
COCCCNC(=O)c1c(N)n(/N=C/c2cccs2)c2nc3ccccc3nc12	14	14	26	33	3	19	-1	4
CCOC(=O)c1nc(N)c(C(=O)OCC)[nH]1	16	14	9	14	4	0	-6	-4
CCCNC(=S)N1CCC(NC(=O)c2ccc(OC)cc2)CC1	1	15	11	7	8	9	9	-6
Cc1ccc(NC(=S)Nc2ccc3nc(-c4ccccn4)c(-c4ccccn4)nc3c2)cc1C	.	.	.	.	-2	10	0	4
CCc1n[nH]c(=O)c2cc3cc(OC)ccc3n12	-4	-5	-18	-39	3	1	-1	6
Cc1nc2sc(C(c3ccco3)N3CCc4ccccc4C3)c(O)n2n1 (stereo unspecified)	-7	19	8	6	0	-3	-1	3
O=C(Nc1ccc(-c2csnn2)cc1)C(Cl)(Cl)Cl	2	-26	-5	-11	-3	-3	-1	-9
N/C(=N\OC(=O)COc1ccc(Br)cc1)c1ccncc1	-3	-5	-41	-19	-18	-10	-14	1
COc1ccc(-n2c(C(C)(C)C)csc2=Nc2c(C)n(C)n(-c3ccccc3)c2=O)cc1	9	11	10	-13	-3	-3	-2	-7
CC(C)Oc1cccc(OCCN2C(=O)c3ccccc3C2=O)c1	-7	16	-12	-1	-40	-1	2	5
CC1(C)CC(=O)C2=C(C1)OC1=C(C2)C(=O)CC(C)(C)C1	2	10	1	-8	3	-14	10	-3
Nc1nc(C2CCCCC2)cs1	2	7	8	5	1	-2	-16	-3
CC(=O)Oc1oc(-c2ccccc2)nc1/C=N/c1ccccn1	5	26	-14	-33	-15	-12	51*	21
COCCn1nnnc1C(CC(C)C)N1CCN(c2ccccc2)CC1 (stereo unspecified)	-1	15	5	-1	-6	16	-1	3
CCOC(=O)C(Cc1ccccc1)C(=O)Nc1ccccc1C (stereo unspecified)	7	5	14	-10	10	3	6	3
CCCOc1ccc(-c2c(C(=O)N/N=C(\C)c3cccs3)nnn2-c2nonc2N)cc1	-13	22	-24	-1	38	14	-5	-3
O=C(COc1ccccc1Cl)Nc1ccc(S(=O)(=O)Nc2ccccn2)cc1	7	1	11	1	-6	-2	-4	-2
Cc1ccc(CNC(=O)C2C3C=CC(C3)C2C(=O)O)cc1 (stereo unspecified)	7	-1	3	-2	14	-35	3	-7
COc1ccc(-c2nnc(Nc3ccc(CC(N)=O)cc3)c3ccccc23)cc1	6	13	3	15	0	7	21	1
CCCCN=C1CC(C)(C)CC(=O)/C1=C(/O)CCC	2	-1	9	12	3	7	4	-5

Continuation:
SMILES	UBC13 polyUb	APJ antagonist	697 NFkB inh	Jurkat NFkB inh	Gli-Sufu antag	EBI2 antag	CCR6 antagonist	CXCR6 inh
c1csc(CSc2nnc3sc4ccccc4n23)c1	2	12	-136	-63	-19	-5	17	7
CCOC(=O)c1ccc(NC(=O)CCc2ccc(CC)o2)cc1	7	21	23	19	-1	3	15	2
Cc1cc(Br)ccc1OCc1nc(-c2cccnc2)no1	5	-4	-28	-39	-29	16	0	3
CC(=O)c1ccc(N2CCN(c3ncccn3)CC2)c([N+](=O)[O-])c1	-16	9	-14	-8	-14	-4	13	-12
COC(=O)c1ccc(/C=N/NC(=O)C(=O)N2CCCCCC2)cc1	9	5	-4	-1	1	-9	7	4
CCC1=Nc2cc(C(=O)NCCCN3CCOCC3)ccc2Sc2ccc(Br)cc21	15	10	-6	10	25	5	6	16
CN(C(=O)CSc1nc2ccc(Cl)cc2[nH]1)C1CCS(=O)(=O)C1 (stereo unspecified)	1	5	12	-3	-6	-2	3	-8
O=S(=O)(NC1CCCC1)c1ccc(S(=O)(=O)N(Cc2cccs2)CC2CCCO2)cc1 (stereo unspecified)	0	-7	-10	-6	1	11	5	3
O=C(COc1cccc2c1CCNC2=O)Nc1cccc(C(F)(F)F)c1	3	-9	-3	-17	-2	4	0	-8
O=C(Nc1ccc(S(=O)(=O)N2CCc3ccccc32)cc1)c1ccco1	1	-11	-13	-16	22	-1	-11	3
Cc1ccc(NC(=O)CN2C(=O)S/C(=C\c3ccc(OCC(=O)O)c(Br)c3)C2=O)cc1	-17	9	8	-9	0	-10	-3	-11
O=C(Cc1cccc(F)c1F)NC1CCCN(Cc2ccc(Cl)cc2)C1 (stereo unspecified)	0	-1	-12	2	-11	-3	16	10
CCOC(=O)C1=C(CC)Nc2ccccc2N/C1=N\S(=O)(=O)c1cc(Br)ccc1Br	-16	-19	-39	-6	5	-6	-8	-2
COc1ccccc1N1CCN(C/C=C/c2ccc(N(C)C)cc2)CC1	2	14	13	-9	.	.	.	.
COc1ccc(/C=C2\CCC(C3CCCC3)C2=O)cc1Cn1cccn1 (stereo unspecified)	4	-1	-30	-11	-6	7	10	3
CC1Sc2ccc(S(=O)(=O)NCCc3ccc(S(N)(=O)=O)cc3)cc2NC1=O (stereo unspecified)	-7	8	8	4	-1	3	-8	7
COCCCNC(=O)CN(c1cc(Cl)ccc1OC)S(C)(=O)=O	1	1	5	11	-3	-10	2	-5
COc1cccc(S(=O)(=O)NCc2ccc3c(c2)OCO3)c1	11	-11	17	-4	0	-7	-6	-3
COc1ccc(/C=C2\SC(=S)N(CCCC(=O)N3CCOCC3)C2=O)cc1OC	-14	22	-6	-1	-16	1	8	1
C/C(=N\O)c1ccc2[nH]ccc2c1	0	-3	11	-19	-21	4	10	-2
O=C(CCn1c(=S)oc2ccccc21)NC1CCCCC1	-6	-9	21	-3	8	-4	1	2
Cc1ccc(N(C(=O)c2csnn2)C(C(=O)NC(C)(C)C)c2ccccn2)cc1 (stereo unspecified)	-8	0	-22	-24	-7	7	9	-5
OCCNCc1cc(Br)ccc1OCc1ccc(F)cc1	10	4	10	18	39	-6	15	3
CCOC(=O)c1[nH]cnc1C(=O)NC1CCN(C(=O)OC(C)(C)C)CC1	-8	-1	7	-13	-1	-3	8	-6
O=C(O)Cc1ccc2c(c1)N(S(=O)(=O)c1cccs1)CC(C(=O)O)O2 (stereo unspecified)	1	-5	0	7	2	-11	-5	1

An excerpt from above in order of the UBC13 polyUb value, high to low:
Compound	UBC13 polyUb
CCC1=Nc2cc(C(=O)NCCCN3CCOCC3)ccc2Sc2ccc(Br)cc21	15
Cc1ccc(CNC(=O)C2C3C=CC(C3)C2C(=O)O)cc1 (stereo unspecified)	7
COc1ccc(/C=C2\CCC(C3CCCC3)C2=O)cc1Cn1cccn1 (stereo unspecified)	4
COCCCNC(=O)CN(c1cc(Cl)ccc1OC)S(C)(=O)=O	1

Other structures
SMILES	UBC13 polyUb	APJ antagonist	697 NFkB inh	Jurkat NFkB inh	Gli-Sufu antag	EBI2 antag	CCR6 antagonist	CXCR6 inh
Cc1oc(-c2cc(Cl)cc(Cl)c2)cc1C(=O)NCCc1ccccc1	-8	6	-10	17	0	-3	6	-2
CCN(CC)S(=O)(=O)c1cccc(C(=O)NC(C(=O)NCCc2ccccn2)C(C)C)c1 (stereo unspecified)	6	4	9	-4	-14	-4	3	-1
CCCc1ccc(-c2cc(NC(=O)CSc3n[nH]c(N)n3)n(-c3ccccc3)n2)cc1	-8	-12	-55	-51	-43	16	6	-2
CCCn1c(SCC(=O)N2CCCCC2)nnc1-c1ccco1	3	5	3	3	4	4	9	12
O=C(NC1CCCCCC1)C1CCN(C(=O)c2cccc(Cl)c2)CC1	-4	18	-10	22	-5	4	12	-4
CCOc1cc(/C=C2\C(=N)N3N=C(CC)SC3=NC2=O)ccc1OCCOc1ccc(NC(C)=O)cc1	-1	13	4	-2	1	-12	14	-17
C/C(=N\NC(=O)CNC(=O)c1cccs1)c1ccc(Cl)c(Cl)c1	9	-30	10	9	0	7	5	2
O=C(CN1C(=O)NC2(CCCCC2)C1=O)N1CCN(S(=O)(=O)c2ccc(F)c(F)c2F)CC1	-4	5	-28	-14	-1	-7	-10	-10
CC(C)Sc1nc2[nH]ncc2c(=O)[nH]1	1	-15	4	12	34	-2	-16	-6
CC(=O)Nc1nnc(COc2ccc(Cl)cc2)s1	1	2	-70	-61	-52	-8	-7	1
O=C1CCCN1c1ccc(S(=O)(=O)Nc2cccnc2)cc1	2	1	1	2	1	-5	-5	8
CCCc1ccc2oc(C(=O)N(C)Cc3cnccn3)c(C)c2c1	1	-10	-10	-15	-1	-3	0	-1
COc1ccc(C2/C=C\CN(Cc3ccncc3)CC(=O)N2Cc2ccc(F)cc2)cc1 (stereo unspecified)	4	5	17	20	31	-6	13	1
CCC(CC)c1nnc(NC(=O)c2nn(C)c(=O)c3ccccc23)s1	3	10	8	-13	.	9	.	-9
N#CC1=C(N)N2C(=C(C#N)C1c1ccc(Br)cc1)Nc1ccccc12 (stereo unspecified)	8	-27	8	-2	58*	.	-50	.
CCOC(=O)C1CCCN(Cc2ccc(OCc3ccccc3)cc2)C1 (stereo unspecified)	1	-4	-2	-16	19	-8	-1	8
O=C(CC(Nc1ccc(Cl)cc1)C(=O)O)c1ccccc1 (stereo unspecified)	1	12	-228	-136	-108	-4	9	-10
O=C(COc1ccccc1)Nc1nnc(S(=O)(=O)Nc2ccccc2)s1	-3	-63	3	4	7	5	5	0
COc1ccc2[nH]cc(CCNC(C)=O)c2c1	17	-2	-1	-6	3	5	4	-1
NS(=O)(=O)c1ccc(CCNC(=O)CC(NC(=O)c2ccccc2Cl)c2ccccc2)cc1 (stereo unspecified)	13	-10	21	-3	-10	3	11	5
CCOc1ccc(CCNC(=O)C2CCN(c3nnc(-n4cccc4)s3)CC2)cc1	-7	7	7	5	2	-1	6	10
COc1cc(OC)cc(C(=O)NNC(=O)CCNS(=O)(=O)c2ccc(C)c(C)c2)c1	4	7	17	4	-4	18	0	-2
Cc1cc(C)n(C(=O)c2ccc(NC(=O)C3COc4ccccc4O3)cc2)n1 (stereo unspecified)	-2	9	5	-3	1	17	25	-7
COc1ccc(-c2cc(C(F)(F)F)nc(S(C)(=O)=O)n2)cc1OC	17	-10	19	-15	-18	21	10	12
Nc1ncnc2c1ncn2[C@@H]1O[C@H](CNS(=O)(=O)CCCCl)[C@@H](O)[C@H]1O	-5	1	-14	-3	-14	-3	-5	0
Cc1cccc(NC(=O)CN2CCCN(S(=O)(=O)c3ccc(Br)s3)CC2)c1	2	-3	-13	-4	7	4	2	-7
O=C(O)/C=C/c1ccc(S(=O)(=O)Nc2ccc(C(=O)NCC(=O)O)cc2)cc1	-18	7	-10	-18	4	1	12	4
Cc1ccc(C)c(NC(=O)COC(=O)CCNC(=O)c2ccco2)c1	2	-3	9	0	3	-6	-4	-8
Fc1ccc(/C=N/N2CCCCC2)c(F)c1	3	15	-6	1	4	-6	15	-3

Some of the entries so far, bar-delimited.
compound | UBC13 polyUb | APJ antagonist | 697 NFkB inh | Jurkat NFkB inh | Gli-Sufu antag | EBI2 antag | CCR6 antagonist | CXCR6 inh
C/C(=N\NC(=O)CNC(=O)c1cccs1)c1ccc(Cl)c(Cl)c1 | 9 | -30 | 10 | 9 | 0 | 7 | 5 | 2
O=C(CN1C(=O)NC2(CCCCC2)C1=O)N1CCN(S(=O)(=O)c2ccc(F)c(F)c2F)CC1 | -4 | 5 | -28 | -14 | -1 | -7 | -10 | -10
CC(C)Sc1nc2[nH]ncc2c(=O)[nH]1 | 1 | -15 | 4 | 12 | 34 | -2 | -16 | -6

Source: PubChem (Sanford-Burnham Center for Chemical Genomics)
